All columns: NCI-60 one-dose screen, growth in % after 48 h at 10 µM unless noted; 100 = growth as untreated, 0 = no growth, -100 = all killed.
HL-60(TB) = HL-60(TB) leukemia cells; 78,000 compounds, 9% hits; active means growth percent below 10
The depositor's hits bear a star; & = joins results of further samples; [ ] = dose if it differs, or a comment. Not all compounds are listed; the hit share may differ from the screen's.

SMILES	HL-60(TB)
OCCOCCN(Cc1ccccn1)Cc1cc(I)cc(I)c1O	63.3
COc1cc(-c2nc(SCc3ccc(F)cc3)[nH]c(=O)c2C#N)ccc1OCc1ccccc1	107.3
Cn1cc(-c2nonc2-c2c[nH]c3ccc(F)cc23)c2cccnc21	91.7
COc1ccc(C(=O)NNc2nc(N3CCOCC3)nc(N3CCN(C(c4ccccc4)c4ccccc4)CC3)n2)cc1	71.2
CC(=O)c1nc(Nc2ccc(C)cc2)sc1C	101.4
CCO/C=C1\SC(=S)N(CCc2ccc(OC)c(OC)c2)C1=O	85.4
Clc1ccc2c(Cl)cc(Cl)nc2c1	105.0
CCOC1c2ccccc2N(C)C(=S)N1c1ccccc1 (configuration not stated)	137.8
Cn1c(=O)c2c(nc(Nc3cc(=O)[nH]c(=O)[nH]3)n2Cc2ccccc2)n(C)c1=O	90.6
CC(Cc1ccccc1)(C1=N[C@H](c2ccccc2)CO1)C1=N[C@@H](c2ccccc2)CO1 (some centres not stated)	96.7
O=C(Nc1ccc2oc(=O)ccc2c1)c1cc(C(F)(F)F)cc(C(F)(F)F)c1	72.2
O=c1nccc(Nc2ccccc2)[nH]1	53.7
CCCCNCC(O)c1cc2c(Cl)cc(Cl)cc2c2cc(C(F)(F)F)ccc12 (configuration not stated)	-59.2*
O=C(c1ccccc1)C(Br)CN1CCOCC1 (configuration not stated)	118.6
CC(=O)OCC(OC(C)=O)C(OC(C)=O)C(OC(C)=O)C(COC(C)=O)OC(C)=O (configuration not stated)	141.6
N#CC1C(c2ccc(Cl)cc2)=Nc2c(c(-c3ccccc3)nn2-c2ccccc2)C12C(=O)Nc1ccc(Cl)cc12 (configuration not stated)	-1.6*
[2H]C([2H])([2H])Oc1c(F)cccc1/C=C/C(=O)/C=C(/C=C/c1cccc(F)c1OC([2H])([2H])[2H])OB(F)F	98.4
CSc1nc(N)c2c(n1)NC(c1ccc3c(c1)OCO3)CC(c1ccc(Cl)cc1)=N2 (configuration not stated)	85.6
OCN(CO)c1nc(N(CO)CO)nc(N(CO)CO)n1	101.9
COc1cc2nccc(Oc3ccc(NC(=O)C4(C(=O)Nc5ccc(F)cc5)CC4)cc3)c2cc1OC(=O)c1ccc(N)cc1	-43.9*
O=C(COc1ccc(/C=C2\Cc3ccc(Cl)cc3C2=O)cc1)Nc1nc2ccccc2s1	117.0
OCCN1CCSC1=S	92.3
CCOc1cccc(/C=C2\N=C(c3ccccc3)OC2=O)c1	96.5
Nc1ccc(-c2nnc3n2N=CC(c2ccccc2O)S3)cc1 (configuration not stated)	136.5
COc1cc(/C=N/Nc2nc(-c3ccc(F)cc3)c(C#N)c(N3CCOCC3)n2)ccc1O	72.5
c1ccc(-c2[nH]c(-c3nccc4ccccc34)c(-c3ccccc3)c2-c2ccccc2)cc1	97.4
CCOC(=O)C(=CNc1cccc(C)n1)C(=O)OCC	102.5
COc1cc(CNC(=O)C[C@H](C)CCC=C(C)C)ccc1OCc1cn(-c2ccccc2Cl)nn1	41.1
Cc1cc[c-]cc1.Fc1c[c-]c(-c2ccccn2)c(F)c1.N#CCC[PH+](CCC#N)c1ccccc1.[Pt+2]	2.5*
COc1ccc2nc(Nc3cccc(NC(=O)c4ccc(CN5CCCN(C)CC5)c(C(F)(F)F)c4)c3)ccc2c1	-28.0*
Clc1ccc(/C=N/Nc2nc3ccccc3s2)c(Cl)c1	98.5
O=C(c1nnc(Nc2ccc([N+](=O)[O-])cc2)o1)c1c[nH]c2ccccc12	50.6
Cc1cc2c(c3c1C(=O)CC3)C(C)(C)CCC2(C)C	76.1
O=C(Nc1ccc(OCc2ccc(F)cc2)cc1)Nc1ccc(Cl)c(C(F)(F)F)c1	-3.2*
CC1(C)CC2(C)OC2C2(C1)N=NC(=Nc1ccccc1)O2 (configuration not stated)	85.2
C[C@H]1CC2C3CCC4=CC(=O)C=C[C@]4(C)[C@@]3(F)[C@@H](O)C[C@]2(C)[C@@]1(O)C(=O)COP(=O)(O)O (some centres not stated)	110.3
CCOC(=O)c1ccc(N=Cc2cc(Cl)cc(Cl)c2O)cc1	94.4
C=CC[P+](c1ccccc1)(c1ccccc1)c1ccccc1	4.0*
CCCCCCCCC(CC)(CCCC)C(=O)O (configuration not stated)	93.5
Cc1cc2c(=O)[nH]c(N)nc2[nH]1	92.9
CCCCCCCCSP(=S)(N1CC1)N1CC1	104.1
Nc1ccc2c(c1)S(=O)(=O)c1cc(O)ccc1O2	106.5
O=C(O)C(O)C(O)C(O)CO (configuration not stated)	86.9
Cc1ccc(/C=C2\C(=O)N(C)c3ccc(-c4cc(F)c(F)c(F)c4)cc32)s1	98.6
CCCCCCCCCCCCCCCC[N+](C)(C)CCCNS(=O)(=O)c1cccc(C(F)(F)F)c1	100.7
CCN(CC)CCNC(=O)c1cn2ncnc(Oc3ccc(NC(=O)Nc4ccc(Cl)c(C(F)(F)F)c4)c(F)c3)c2c1C	-45.0*
CC1(C)CC(=O)C2=C(C1)N(c1ccc(F)cc1F)C(N)=C(C#N)C2c1ccc(Br)o1 (configuration not stated)	99.5
C[C@H](O)[C@H]1CCC(=O)[C@]23CC(=O)[C@@H]4C[C@@H](O)[C@@H](O)C[C@]4(C)[C@H]2CC[C@]13C	92.6
Cc1[nH]c2ncnc(Oc3ccc(NC(=O)Nc4ccc(Cl)c(C(F)(F)F)c4)cc3)c2c1C	65.6
O=C(O)C(O)C(O)C(O)C(O)CO (configuration not stated)	109.3
Cc1[nH]c(C2CC(c3ccc(C(F)(F)F)c(F)c3)=NN2c2ccc(Cl)cc2)c(C)c1C(=O)NCC(F)(F)F (configuration not stated)	75.9
COc1ccc(-n2c(=O)n(-c3ccc(-c4nc5ccc(F)cc5s4)cc3)c(=O)c3cccnc32)cc1	102.4
C=CCCCCOc1ccccc1-c1cnc(OCCCCC=C)n1C	66.5
CN1C(=O)/C(=C/c2ccc(C(=O)Nc3ncc(Cc4ccc(F)cc4)s3)cc2)SC1=S	37.6
CC(=O)Nc1c(I)cc(I)c(C(=O)O)c1I	106.3
Brc1cn2[n+](c1)[B-]n1cc(Br)c[n+]1[B-]2	70.7
O=S(=O)(c1ccc(O)c(Cl)c1)c1ccc(O)c(Cl)c1	100.1
CCON1C(=O)C2(CCCCC2)C(=O)C12C=CCCC2 (configuration not stated)	75.9
FC(F)(F)c1ccc(-c2nc(CSc3nc4ccccc4o3)no2)cc1	113.5
CC1CN1P(=O)(OCCCl)N1CC1C (configuration not stated)	113.3

Going on with the list:
SMILES	HL-60(TB)
CCCCN1CCNC1=S	112.9
CCc1c(C)c2cc3c(oc(=S)n3C/C=C\c3ccccc3)c(C)c2oc1=O	102.9
COc1ccc(C2Nc3nc(-c4ccccc4)nn3C(N)=C2C#N)cc1 (configuration not stated)	98.0
O=C1NC(c2cccc([N+](=O)[O-])c2)c2sc3c(F)cccc3c2C1Cl (configuration not stated)	116.8
N#CC1=C(N)Oc2c(sc3c(Br)cccc23)C1c1ccccn1 (configuration not stated)	7.5*
N#CC1C(=O)c2c([nH]c3ccccc23)C12C(=O)Nc1ccccc12 (configuration not stated)	111.8
COc1cc(-c2nc(C(=O)Nc3ccc(C)cc3)nn2-c2ccc(F)c(F)c2)cc(OC)c1OC	100.3
COc1cc(C(=O)c2c(N)ncn2-c2ccc(Cl)cc2)cc(OC)c1OC	69.7
C[C@H]1COc2c(C3(N)CC3)c(F)cc3c(=O)c(C(=O)O)cn1c23	107.4
CCCCCCCCCCCCCCCCC(=O)O	100.7
Cc1cccc(N=C2C(=O)NC(=O)NC2=O)c1	101.4
CC(C)(O/N=C(\C(=O)N[C@@H]1C(=O)N2C(C(=O)[O-])=C(C[n+]3ccccc3)CSC12)c1csc(N)n1)C(=O)O (some centres not stated)	95.4
N[C@H]1C=C(C(=O)O)CC1=C(F)F	88.7
Cc1c(NC(=O)C(C)Sc2nc3sc4c(c3c(=O)n2-c2ccc(Cl)cc2)CCCC4)c(=O)n(-c2ccccc2)n1C (configuration not stated)	89.4
O=c1oc(-c2cccc([N+](=O)[O-])c2)nc2ccccc12	105.9
COC(=O)c1cc(C(=O)CBr)n2c1ccc1c3ccccc3ccc12	49.3
O=S(=O)(Nc1ncccn1)c1ccc(N=C=S)cc1	105.4
Cc1nn(-c2ccccc2)c2nc(C)n(-c3ccc(Br)cc3)c(=O)c12	-5.3*
N#CC1=C(c2c[nH]c3ccccc23)Nc2nc(N)[nH]c(=O)c2C1c1ccc2c(c1)OCO2 (configuration not stated)	122.8
c1ccc2c(c1)NC1(CCSc3ccccc31)n1nccc1-2 (configuration not stated)	81.4
O=C(Nc1ncc(Cc2ccccc2)s1)c1cc(-c2ccccc2)nc2ccccc12	99.2
C#Cc1cccc(Nc2nc(C)nc3cc(NC(=O)CCl)ccc23)c1	-58.0*
Clc1ccc2c(c1)sc1nc(-c3c[nH]c4ccccc34)c(Nc3ccccc3)n12	97.0
OC(O)(c1cncc(-c2ccc3ncnc(NCc4ccccc4)c3c2)c1)C(F)(F)F	53.1
C=CCn1cc(-c2nc3ccccc3s2)c2cc(-c3ccc4c5c(cccc35)C(=O)N(Nc3ccccc3)C4=O)ccc21	101.7
Cc1ccc(-c2cnc3nonc3n2)cc1	42.8
O=C(NCc1ccc(Cl)cc1)c1[nH]c2ccccc2c1Cl	109.6
Cn1cc(-c2cc(N)n3nc(-c4c[nH]c5ccc(Cl)cc45)cc3n2)c2cccnc21	-59.8*
CC(=O)Nc1nc(C)c(C(=O)NNC(=S)NCc2ccccc2)s1	119.9
O=C(Cn1cc(CN2CCOCC2)nn1)Nc1ccc2c(ccn2Cc2ccccc2)c1	108.4
C(=N\OCCc1ccccc1)/c1ccccn1	85.5&99.3
COc1ccc(C2=C/C(=C\c3cc(OC)c(OC)c(OC)c3)C(=O)NN2C(=S)NN)cc1	104.8
COc1ccc(-c2cc(-c3nnc(SC/C(=N\O)c4ccccc4)n3-c3ccccc3)c3ccccc3n2)cc1OC	90.8
CC(C)(C)NC(=O)C(OC(=O)C1CCc2cc(F)ccc2O1)c1ccc([N+](=O)[O-])cc1 (configuration not stated)	99.8
CCCCn1c(OC(=S)N(CC)CC)cc(C)nc1=S	100.2
O=C1c2ccccc2Cc2cc(O)ccc21	93.5
CC(C)(C)c1cc(Cl)c(O)c(Cl)c1	104.2
Cc1cc(Cl)nc(/N=C(/N)Nc2ccc(Cl)cc2)n1	93.1
Cc1nc2ncccc2c(=O)n1-c1ccc(S(N)(=O)=O)cc1	88.9
CC(=O)N1c2ccccc2N(C(C)=O)c2ccccc21	100.6

6 compounds already listed, sorted by length of the SMILES, falling.
SMILES	HL-60(TB)
C=CCn1cc(-c2nc3ccccc3s2)c2cc(-c3ccc4c5c(cccc35)C(=O)N(Nc3ccccc3)C4=O)ccc21	101.7
CC(C)(C)NC(=O)C(OC(=O)C1CCc2cc(F)ccc2O1)c1ccc([N+](=O)[O-])cc1 (configuration not stated)	99.8
COc1ccc(C2=C/C(=C\c3cc(OC)c(OC)c(OC)c3)C(=O)NN2C(=S)NN)cc1	104.8
O=C(Cn1cc(CN2CCOCC2)nn1)Nc1ccc2c(ccn2Cc2ccccc2)c1	108.4
Cc1nc2ncccc2c(=O)n1-c1ccc(S(N)(=O)=O)cc1	88.9
CC(=O)N1c2ccccc2N(C(C)=O)c2ccccc21	100.6

Compounds above containing a thiophene ring, fused or not (4):
SMILES	HL-60(TB)
Cc1ccc(/C=C2\C(=O)N(C)c3ccc(-c4cc(F)c(F)c(F)c4)cc32)s1	98.6
O=C1NC(c2cccc([N+](=O)[O-])c2)c2sc3c(F)cccc3c2C1Cl (configuration not stated)	116.8
N#CC1=C(N)Oc2c(sc3c(Br)cccc23)C1c1ccccn1 (configuration not stated)	7.5*
Cc1c(NC(=O)C(C)Sc2nc3sc4c(c3c(=O)n2-c2ccc(Cl)cc2)CCCC4)c(=O)n(-c2ccccc2)n1C (configuration not stated)	89.4

Remaining list, next part:
SMILES	HL-60(TB)
CCOC(=O)/C(C#N)=C(\C)CC(C)C	142.7
CC(=O)N(CCCCCCN(C(C)=O)C(C)=O)C(C)=O	107.5[100 µM]
NC(=S)c1ccc(N)cc1	96.7
CCn1c(-c2ccc3nc(-c4ccc([N+](=O)[O-])cc4)[nH]c3c2)n[nH]c1=S	91.3
O=S(=O)(NCCNc1cc(-c2c(-c3cccc(O)c3)nc3sccn23)ccn1)c1ccccc1	88.7
CN1C(=O)/C(=C\c2ccc(F)cc2)c2ccccc21	95.9
Cc1cc(N2CCOCC2)nc(N2CCC(C#N)CC2)n1	90.4
O=C(Nc1ccc(Br)cc1)Nc1ccc2nc(NS(=O)(=O)c3ccc4ccccc4c3)sc2c1	111.9
Cn1cnc([N+](=O)[O-])c1Sc1ncnc2nc[nH]c12	91.7&73.5
CC(C)(C)C(=O)Nc1ccc(C(=O)Nc2cccc(-c3nc4ccccc4[nH]3)c2)cc1	65.3
NC(N)=N/N=C(/CC(=O)c1ccccc1)c1ccccc1	93.1
O=C(NS(=O)(=O)c1ccccc1)c1ccc2c(c1)nc(-c1ccccc1)n2C1CCCCC1	108.5
CC1=CC2NCc3c(oc(-c4ccccc4)c3C(=O)c3ccccc3)C2C=C1 (configuration not stated)	99.9
Brc1ccc2ccccc2c1	86.9
O=C(c1cc(NCc2cc(O)ccc2O)ccc1O)N1CCOCC1	94.5
O=c1cc(-c2nc3cc(Cl)c(F)cc3s2)c2ccc(Cl)cc2o1	111.5
O=C(O)CCc1ccc(NC(=O)CN(CCO)CCO)cc1	127.7
CC(=O)C(=O)NCCCCCCCC(=O)Nc1ccccc1	93.0
BrC(c1ccccc1)C(Br)c1ccccc1 (configuration not stated)	66.0
COc1ccc(Cc2nnc3sc(-c4sc(C)nc4C)nn23)cc1	104.3
COc1ccc(S(=O)(=O)NCCNc2cc(-c3cn(C(C)(C)C)nc3-c3cccc(F)c3)ccn2)cc1	76.2
CCNc1nc(S(=O)(=O)CC)nc2ccccc12	91.8
Cc1ccc(NC(=O)NC2CCCCC2)cc1	63.1
Cc1cc(Cl)ccc1O/C(=C\C(=O)O)C(=O)O	102.5
C#CCOC(=O)C1(C)CCC[C@]2(C)[C@H]3C[C@H]4C(C(C)C)=C[C@]3(CC[C@@H]12)c1c4c(O)cc2c(C(=O)OCC)c(C)[nH]c12 (some centres not stated)	107.9
O=C(O)c1ccc(-c2nn(-c3ccc(C(=O)O)cc3)cc2/C=N/NC(=O)c2ccccc2)cc1	108.9
CC(=O)N(/C=C\c1sc2ccccc2[n+]1C)c1ccccc1	77.0
CCCCCCCCCCCC(=O)OCCCC	98.4
O=C(Cn1c(-c2cnccn2)nc2cc(Br)cnc21)NNC(=O)c1ccncc1	47.8
